WRN inhibitor: WRN helicase (human) inhibition; Q14191; WRN helicase unwinding, fluorescent forked duplex, kinetic; Potency, µM (highest dose often 114 µM), for inactives: at the highest dose activity change, negative = inhibition, usual class: inhibitors; 0.46% of 360,000 active; note: potency is the fitted concentration of half-maximal effect; % is set by controls: 0 for no effect and ±100 for the full control effect; nearly all actives have a fitted effect of over 55% in size
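WRN at 20 nM final preincubated with compound 15 min at room temperature; reaction started with 100 nM fluorophore/quencher forked duplex oligonucleotide and 2 mM ATP final. Unwinding followed kinetically by red fluorescence (ex 525, em 598 nm).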
GLP1R ag: agonists of human GLP-1 receptor; Potency, µM (doses to about 45.6 µM), for inactives: at the top dose activation, usual class: activators; HEK293 GLP-1R CRE-luciferase, luminescence, 4-6 h; cells express a hypersensitive GLP-1R form; 0.007% of 380,000 active; P43220; note: potency is the fitted concentration of half-maximal effect; % of control where 0% means no effect
Target sequence (P43220 whole entry, looked up): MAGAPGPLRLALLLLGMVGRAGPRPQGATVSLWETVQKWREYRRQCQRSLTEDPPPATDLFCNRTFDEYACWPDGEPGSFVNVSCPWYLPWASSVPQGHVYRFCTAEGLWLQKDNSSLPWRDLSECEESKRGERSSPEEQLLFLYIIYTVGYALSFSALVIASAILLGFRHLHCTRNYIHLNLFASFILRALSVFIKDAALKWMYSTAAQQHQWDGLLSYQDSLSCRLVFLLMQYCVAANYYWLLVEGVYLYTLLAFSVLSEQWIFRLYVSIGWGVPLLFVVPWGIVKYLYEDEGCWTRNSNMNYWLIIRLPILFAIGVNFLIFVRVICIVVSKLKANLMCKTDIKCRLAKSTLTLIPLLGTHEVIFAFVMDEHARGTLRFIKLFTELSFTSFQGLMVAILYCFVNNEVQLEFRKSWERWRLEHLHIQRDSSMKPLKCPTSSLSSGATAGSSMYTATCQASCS
HEK293 tox: cytotoxic in the GLP-1 receptor inverse agonist counter-screen. HEK293 cAMP-luciferase reporter cells, luminescence, 24 h. Potency, µM (titrated, usually from 38.3 µM), for the others: at the top dose activity change, negative = inhibition, hits mostly inhibitors. 0.13% of 410,000 active;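 note: loss of luciferase light is scored as toxicity; potency is the fitted concentration of half-maximal effect; % is set by controls: 0 for no effect and ±100 for the full control effect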
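Luminescence readout: signal drop marks cytotoxicity. Plated cells grew 12 h at 37 °C, 5% CO2, received 23 nL compound for 24 h, then got luciferase reagent, read after 12 min at RT.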
PI5P4K alpha inh: blocks human PI5P4K alpha kinase activity. P48426. PI5P4Kalpha enzyme, ADP-Glo luminescence, 60 min; hits give low values. max response, %. 1.2% of 330,000 active; active = max response of -50% or lower; inconclusive = between -30% and -50%; inactive = -30% or higher; note: value at the top dose of about 77 µM; % is set by controls: 0 for no effect and ±100 for the full control effect
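Enzyme plus substrate dispensed, test compounds pinned in, then ATP (5 microM final) added. After 60 min at RT, ADP-Glo reagent 1 for 45 min and reagent 2 for 30 min preceded luminescence imaging.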
DRD3 antagonist: D3 dopamine receptor (human) antagonism | P35462 | D3R cells, DiscoveRx beta-arrestin luminescence, antagonist mode; hits give low values | max response, negative = inhibition, % | 2.5% of 360,000 active | AID 652054; in the data active = max response below about -50%; inconclusive = no clear call, values can overlap the other calls; note: % is set by controls: 0 for no effect and ±100 for the full control effect; mostly tested at two doses, the higher about 12 µM
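Cells plated overnight at 1500 cells/well, then exposed to library compounds with dopamine controls for 90 minutes at 37 degrees C. DiscoveRx reagent added for 30–60 minutes at room temperature; luminescence read, quantitative HTS format.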
PLK1 PBD block: blocks phosphopeptide binding to human PLK1 polo-box domain; Plk1 PBD binding of FITC phosphopeptide, fluorescence polarization; 2.8% of 360,000 active; AID 720504; Potency, µM, inactives show max response, negative = inhibition, usual class: inhibitors; P53350; note: potency is the fitted concentration of half-maximal effect; series mostly up to about 57 µM; % is set by controls: 0 for no effect and ±100 for the full control effect; nearly all actives have a fitted effect of over 65% in size
Target sequence (P53350 whole entry, looked up, the tested form may be a part): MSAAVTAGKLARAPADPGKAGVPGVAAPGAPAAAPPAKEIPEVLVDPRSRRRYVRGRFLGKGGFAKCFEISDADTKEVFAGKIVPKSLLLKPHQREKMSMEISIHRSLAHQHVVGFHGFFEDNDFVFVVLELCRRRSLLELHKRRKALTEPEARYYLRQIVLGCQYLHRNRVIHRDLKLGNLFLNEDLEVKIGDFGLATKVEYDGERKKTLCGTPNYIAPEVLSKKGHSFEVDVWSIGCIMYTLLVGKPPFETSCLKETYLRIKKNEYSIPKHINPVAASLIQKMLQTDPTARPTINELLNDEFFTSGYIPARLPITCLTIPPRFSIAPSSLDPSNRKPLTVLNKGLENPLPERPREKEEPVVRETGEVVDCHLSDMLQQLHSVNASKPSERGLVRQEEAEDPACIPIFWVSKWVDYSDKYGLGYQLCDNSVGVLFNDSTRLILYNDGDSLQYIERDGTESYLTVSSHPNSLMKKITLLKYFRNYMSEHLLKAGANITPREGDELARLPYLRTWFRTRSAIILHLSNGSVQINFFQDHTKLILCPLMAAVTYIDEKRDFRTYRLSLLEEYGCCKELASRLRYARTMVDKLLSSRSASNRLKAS
GLP1R inv ag: GLP-1 receptor (human) inverse agonism; P43220; HEK293 GLP-1R CRE-luciferase, luminescence, 24 h; GLP-1R form is constitutively active; Potency, µM (top dose mostly 38.3 µM), for inactives: at the top dose activity change, negative = inhibition, hits mostly inhibitors; 1.6% of 410,000 active; note: potency is the fitted concentration of half-maximal effect; % is set by controls: 0 for no effect and ±100 for the full control effect; nearly all actives have a fitted effect of over 55% in size
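HEK293 cells stably co-expressing a cAMP-responsive luciferase reporter and constitutively active GLP-1R were seeded, incubated 12 h, then exposed to compounds for 24 h at 37 C. Luminescence was read 12 min after detection reagent; inverse agonists lower signal.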
D3 ag: activates the human D3 dopamine receptor; P35462; 0.58% of 410,000 active; D3R DiscoveRx beta-arrestin cells, luminescence, 90 min; max activation, %; in the data active = max activation above about 30%; note: 0% is about no effect; mostly tested at two doses, the higher about 12 µM
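Agonist-mode cell screen: cells plated at 1500/well and incubated overnight at 37 °C, then exposed to library compounds for 90 min at 37 °C. Detection reagent was added for 30–60 min at room temperature, and luminescence was read.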
IL-2 act: activates IL-2 in a cell-based reporter assay | IL-2 activation reporter assay, cell-based qHTS; stimulated with anti-CD3/CD4/CD28 beads; in transgenic mouse T cells | activation, % (series mostly up to about 46 µM) | 0.065% of 360,000 active; in the data active = activation above about 50%; inconclusive = mostly about 30% to 49%; note: 0% is about no effect
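Quantitative HTS in unstimulated transgenic mouse T cells, with memory T cells as non-tolerant control and PMA/ionomycin as tolerance-bypass control. Compound pretreatment lasted 60 minutes before 18 h bead stimulation; EGFP/DsRed fluorescence read.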
* = called active by the depositor; u = inconclusive; x = not tested or not shown; & = joins results of further samples; [ ] = dose if it differs, or a comment. Unless noted, calls come from the whole dose curve; as a rule, active = well fitted curve in the direction sought with a large enough effect; inconclusive = small, poorly fitted or top-dose-only effect, or another doubt; inactive = no such curve, though single readings can be large; an effect the other way counts as inactive or inconclusive. Not a hit list, and some 7.8% of all compounds hit somewhere here.

SMILES	WRN inhibitor	GLP1R ag	HEK293 tox	PI5P4K alpha inh	DRD3 antagonist	PLK1 PBD block	GLP1R inv ag	D3 ag	IL-2 act
Cn1/c(=N/N=C/c2ccccn2)sc2ccccc21	u	14%	9%	-8	-8	-28%	14%	1	1.3
C/C(=N\O)C(C)(C)Nc1ccc(F)cc1	6%	-6%	7%	2	-10	-18%	-14%	2	0.4
Cc1ccc(NS(=O)(=O)c2ccc(NC(=O)c3cccs3)cc2)cc1	1%	0%	-15%	-4	19	1%	-29%	4	-0.4
C#CCOCCOCCOCCNc1nc(N2CCN(C(=O)C([C@@H](C)CC)n3cc(C(N)CO)nn3)CC2)nc(N2CCN(C(=O)C([C@@H](C)CC)n3cc(C(N)COC(=O)C(F)(F)F)nn3)CC2)n1 (stereo partly specified)	-8%	-7%	-4%	-3	34	-7%	12%	13	-0.1
CCn1c(-c2cc(-c3ccccc3)sc2N)n[nH]c1=S	-4%	25%	u	-10	14	-12%	18%	0	1.3
Cc1ccc(NC(=O)CCNC(=O)Cn2ccc3ccccc3c2=O)cc1F	-1%[57.1 µM]	2%	-2%	-3	-2	0%	-11%	-16	0.0
CC(C)=CCN1CCN(Cc2cc(C(C)C)n[nH]2)CC1CCO (stereo unspecified)	14%	17%	5%	0	2	-6%	11%	-13	0.0
CC(C)NC(=O)CCN1C(=O)c2ccccc2Sc2ncccc21	3%[57.1 µM]	1%	2%&-9%	-4	2	-10%	40%&0%[activator]	21&-11	0.2
Cc1ccc(OCC(=O)NN=C2C3CC4CC(C3)CC2C4)cc1	-10%	11%	3%	9	5	1%	-8%	3	-0.3
Cc1cc(C)cc(N(CC(=O)NC(C)C)C(=O)CCC(=O)Nc2ccccn2)c1	4%	-2%	-1%	0	4	-4%	13%	-2	0.3
O=C(O)c1cc2c(ccc3ccccc32)o1	-9%	-1%	4%	x	-3	-5%	8%	0	-1.8
CCc1sc(C(=O)NCCc2ccc(S(N)(=O)=O)cc2)cc1Br	-3%	8%	-17%	0	-9	-8%	u	-2	1.3
COc1ccc(-c2ccnc3nc(-n4cccc4)nn23)cc1	-20%	13%	-13%	x	9	4%	0%	0	-1.7
COc1ccc(NS(=O)(=O)c2cc(NC(=O)c3cnccn3)ccc2N2CCCC2)cc1	-3%	-1%	-23%	-1	2	21µM*	-6%	2	0.2
CCOC(=O)c1cc2c(c(-c3cccc(-c4cc5ccccc5o4)c3)n1)[C@@H](CCO)N(S(=O)C(C)(C)C)C2 (stereo partly specified)	-4%	6%	0%	11	20	-20%	15%	1	-0.2
COCCNC(=O)CN1C(=O)NC2(CCCc3ccccc32)C1=O (stereo unspecified)	11%	17%	5%	2	-17	-23%	16%	-2	-0.7
Cc1nc(-c2coc3cc(C)c(N=O)c(O)c3/c2=N\N)cs1	-3%	-10%	-6%[0.307 µM]	-7	6	-5%	-20%[0.307 µM]	4	0.5
CCCC1=C(C(=O)OCC)C(c2ccccc2OC)NC(=O)N1 (stereo unspecified)	2%	-2%	-7%	-5	5	-8%	0%	1	0.0
C=CCS(=O)(=O)N1CCCC(N2CCN(c3ccccc3OC)CC2)C1 (stereo unspecified)	7%	-5%	-4%	-10	-21	0%	4%	-19	1.2
O=C(O)c1ccc(Oc2ccc(C(F)(F)F)cn2)cc1	-8%	0%	17%	-13	-23	-19%	-2%	-15	-1.1
CCN1C(=O)[C@H]2[C@@H](c3ccc(C)cc3)N3C(=O)N(c4ccc(C)cc4)C(=O)[C@@]3(C)[C@H]2C1=O	4%	-4%	-74%	3	-25	-4%	12%	-7	-0.2
N#C/C(C(=O)NCCc1ccccc1)=C1/N=C(NC(=O)c2cccs2)c2ccccc21	-15%	1%	9%	1	8	10%	31%[activator]	8	-0.4
Cc1cccc2sc(NC(=O)CSc3nnnn3C)nc12	1%	-3%	1%	-2	2	5%	1%	1	5.7
COC(=O)c1cc(CNC(=O)c2ccc(O)c(Cl)c2)ccc1OC	-26%	1%	18%	7	-7	-10%	14%	1	-0.1
O=C(CN1CCN(c2ccc(F)cc2)CC1)Nc1ccc(F)c(F)c1	-11%	-2%	-7%	11	-25	1%	u	-6	-0.7

Part of the list above in another layout:
mol | WRN inhibitor | GLP1R ag | HEK293 tox | PI5P4K alpha inh | DRD3 antagonist | PLK1 PBD block | GLP1R inv ag | D3 ag | IL-2 act
COc1ccc(-c2ccnc3nc(-n4cccc4)nn23)cc1 | -20% | 13% | -13% | x | 9 | 4% | 0% | 0 | -1.7
COc1ccc(NS(=O)(=O)c2cc(NC(=O)c3cnccn3)ccc2N2CCCC2)cc1 | -3% | -1% | -23% | -1 | 2 | 21µM* | -6% | 2 | 0.2
CCOC(=O)c1cc2c(c(-c3cccc(-c4cc5ccccc5o4)c3)n1)[C@@H](CCO)N(S(=O)C(C)(C)C)C2 (stereo partly specified) | -4% | 6% | 0% | 11 | 20 | -20% | 15% | 1 | -0.2
COCCNC(=O)CN1C(=O)NC2(CCCc3ccccc32)C1=O (stereo unspecified) | 11% | 17% | 5% | 2 | -17 | -23% | 16% | -2 | -0.7
Cc1nc(-c2coc3cc(C)c(N=O)c(O)c3/c2=N\N)cs1 | -3% | -10% | -6%[0.307 µM] | -7 | 6 | -5% | -20%[0.307 µM] | 4 | 0.5
CCCC1=C(C(=O)OCC)C(c2ccccc2OC)NC(=O)N1 (stereo unspecified) | 2% | -2% | -7% | -5 | 5 | -8% | 0% | 1 | 0.0
C=CCS(=O)(=O)N1CCCC(N2CCN(c3ccccc3OC)CC2)C1 (stereo unspecified) | 7% | -5% | -4% | -10 | -21 | 0% | 4% | -19 | 1.2
O=C(O)c1ccc(Oc2ccc(C(F)(F)F)cn2)cc1 | -8% | 0% | 17% | -13 | -23 | -19% | -2% | -15 | -1.1
CCN1C(=O)[C@H]2[C@@H](c3ccc(C)cc3)N3C(=O)N(c4ccc(C)cc4)C(=O)[C@@]3(C)[C@H]2C1=O | 4% | -4% | -74% | 3 | -25 | -4% | 12% | -7 | -0.2
N#C/C(C(=O)NCCc1ccccc1)=C1/N=C(NC(=O)c2cccs2)c2ccccc21 | -15% | 1% | 9% | 1 | 8 | 10% | 31%[activator] | 8 | -0.4

The list continues:
SMILES	WRN inhibitor	GLP1R ag	HEK293 tox	PI5P4K alpha inh	DRD3 antagonist	PLK1 PBD block	GLP1R inv ag	D3 ag	IL-2 act
O=C1c2ccccc2C(=O)C1c1ccncc1	-15%	-30%	-9%	-7	-11	u	u	-5	-1.5
Cc1ccccc1-n1c(C)cc(/C=N/Nc2ccc([N+](=O)[O-])cn2)c1C	-3%	-1%	-10%	-4	-11	-5%	7%	-14	-0.1
Cc1cccc(NC(=O)[C@@H](CC(C)C)NC(=O)[C@@H]2Cc3ccccc3CN2)c1	0%	-2%	4%	0	-23	-7%	-8%	-16	-4.6
CCOc1ccc(Nc2nc(Cc3nnc(SCC(=O)NC4CCCCC4)n3C)cs2)cc1	-14%	0%	-28%	x	6	-1%	-2%	9	2.0
CCOC(=O)C/C(N)=N/N(C)c1ncc(C(F)(F)F)cc1Cl	-10%[57.1 µM]	0%	1%	3	16	-26%	u	2	-0.7
C/C(N)=C(/C#N)C(=O)COC(=O)CCC1CCCC1	3%	-7%	-7%	-2	8	-6%	-10%	1	1.8
COc1cc(/C=N/NC(=O)CCn2nnc3ccccc32)ccc1O	-1%	13%	2%	2	1	-9%	15%	19	-2.3
COc1ccc(C(=O)Nc2cc3c4c(c2)CC(=O)N4CCC3)cc1	-15%	16%	-4%	5	8	1%	29%	-10	2.2
CC(NC(=O)Nc1ccc(F)cc1F)c1ccncc1 (stereo unspecified)	5%	-6%	-11%	0	-2	-3%	0%	0	-1.5
Cc1ccc(S(=O)(=O)N2CCC[C@H]2C(=O)OCc2cc(=O)oc3cc(C)ccc23)cc1	-4%	28%	-9%	-1	21	2%	-17%	16	-0.5
Cc1ccc(C(=O)Nc2ccccc2N2CCN(C(=O)C(C)C)CC2)cc1C	-5%	12%	-12%	-2	2	2%	u	-1	-1.1
Cc1ccccc1-n1nc2c(c1NC(=O)c1cc3ccccc3o1)CS(=O)(=O)C2	-4%	10%	0%	-28	19	-13%	21%	5	-0.7
O=C(CS(=O)(=O)c1cn(Cc2cccc(F)c2)c2ccccc12)N1CCOCC1	1%	-3%	-34%	x	13	-1%	36%[activator]	2	1.0
CC1(C)N=C(N)NC(Nc2ccc(Cl)cc2)=N1	6%	-4%	5%	4	-14	-2%	u	-11	-0.3
CC1(C)CC(=O)/C(=C(\O)CCCN2C(=O)c3ccccc3C2=O)C(=NCC(=O)O)C1	-1%	0%	-3%	0	3	-11%	-12%	0	0.0
COc1cc(C(C)=O)ccc1OC(C)C(=O)Nc1ccc(S(=O)(=O)N2CCCC2)cc1 (stereo unspecified)	0%	4%	-3%	-1	5	-5%	21%	0	-0.3
COc1ccccc1NS(=O)(=O)c1ccc(C)c(NS(=O)(=O)c2cc(NC(C)=O)ccc2OC)c1	-3%	5%	-7%	0	-5	-2%	-26%	2	2.3
CSc1nc2nc3c(cc2c(=O)[nH]1)C(O)Oc1ccc(C)cc1-3 (stereo unspecified)	5%	4%	19%	-28	-2	-16%	-1%	-5	0.3
CCN(CC)CCCNC(=O)c1cc2c(-c3cccc(OC)c3)nn(C)c2s1	54%[activator]	-7%	-14%	-3	-82*	-9%	u	-7	-0.4
CCCCn1c(N)c(N(CCOC)C(=O)CSc2nnc(-c3ccc(F)cc3)n2N)c(=O)[nH]c1=O	-20%	0%	24%	0	9	-3%	12%	2	1.5
CC(C)CC(OC(=O)c1nsc(Cl)c1Cl)C(=O)NCC1CCCO1 (stereo unspecified)	-6%	8%	5%	-1	-10	-5%	3%	8	0.7
